From PubChem BioAssay
TAAR1 agonist = human TAAR1 agonism; Q96RJ0; CHO RD-HGA16 TAAR1, Fluo-8 calcium fluorescence; vehicle wells 0%, saturating PEA agonist 100%; activation, % at 3 µM; actives 0.99% (n = 360,000); AID 624467;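 active means activation above the mean activation of all test compounds in the run plus 3 SD, cut at about 38% in these data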
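Test system: RD-HGA16 (CHO) cells co-expressing Gα16 and hTAAR1 / Benchmarks: DMSO vehicle as 0%, PEA at EC100 as 100% / Repeats: no replicates (n 1) / Measure: % activation from peak over basal fluorescence ratio, DMSO-to-PEA scaled / Timing: 17-24 h plating, Fluo-8 75 min 37 °C, 30 min RT / Technique: kinetic Fluo-8 calcium fluorescence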
CHRM4 PAM = positive allosteric modulators of human muscarinic M4 receptor; actives 0.4% (n = 360,000); P08173; AID 624126; activation, % at 3 µM; CHO-K1 hM4/Gqi5, Fluo-8 calcium fluorescence, ACh EC20; 0% = ACh EC20, 100% = maximal ACh;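 active means activation above its plate's cutoff, the mean activation of sample wells plus 3 SD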; further: some results filed as inactive read as strong as hits
Target sequence (P08173 whole entry, looked up): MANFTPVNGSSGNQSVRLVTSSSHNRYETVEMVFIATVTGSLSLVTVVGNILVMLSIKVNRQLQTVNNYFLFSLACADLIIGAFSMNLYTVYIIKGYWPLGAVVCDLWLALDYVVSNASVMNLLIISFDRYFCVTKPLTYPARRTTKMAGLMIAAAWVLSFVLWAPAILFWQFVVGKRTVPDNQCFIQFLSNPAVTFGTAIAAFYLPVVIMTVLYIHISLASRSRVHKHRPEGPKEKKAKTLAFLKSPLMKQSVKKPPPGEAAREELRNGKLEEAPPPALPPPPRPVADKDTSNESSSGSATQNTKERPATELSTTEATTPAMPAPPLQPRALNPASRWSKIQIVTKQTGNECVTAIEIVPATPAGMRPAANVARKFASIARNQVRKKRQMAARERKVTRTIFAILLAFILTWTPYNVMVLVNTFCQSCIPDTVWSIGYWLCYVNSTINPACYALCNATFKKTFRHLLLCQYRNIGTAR
CHRM5 antagonist = blocks acetylcholine activation of human M5 receptor. P08912. AID 624040. actives 0.59% (n = 360,000). CHO-hM5 cells, Fluo-8 calcium fluorescence, ACh EC80. inhibition, % at 3 µM;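 active means inhibition above a per-plate cutoff, the mean of that plate's test compounds plus 3 SD, cut at about 27% in these data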;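 further: 0% = acetylcholine EC80 with DMSO and 100% = DMSO without agonist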
Target sequence (P08912 whole entry, looked up): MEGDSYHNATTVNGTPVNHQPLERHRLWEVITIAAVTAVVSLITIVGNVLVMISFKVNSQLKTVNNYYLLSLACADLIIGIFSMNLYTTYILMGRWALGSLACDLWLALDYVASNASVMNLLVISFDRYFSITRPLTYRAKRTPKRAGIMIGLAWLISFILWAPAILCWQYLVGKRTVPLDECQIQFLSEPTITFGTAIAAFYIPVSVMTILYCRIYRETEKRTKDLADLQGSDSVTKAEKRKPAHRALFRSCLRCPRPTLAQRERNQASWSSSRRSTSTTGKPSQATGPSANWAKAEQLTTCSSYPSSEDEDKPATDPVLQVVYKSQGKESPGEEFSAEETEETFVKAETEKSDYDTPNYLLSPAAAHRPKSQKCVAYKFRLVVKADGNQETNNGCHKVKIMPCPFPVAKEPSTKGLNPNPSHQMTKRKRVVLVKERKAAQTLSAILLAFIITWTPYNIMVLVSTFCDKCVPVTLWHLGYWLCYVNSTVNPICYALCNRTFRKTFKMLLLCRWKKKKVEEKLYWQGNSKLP
M5 PAM = CHRM5 positive allosteric modulation; P08912; AID 624038; CHO-K1 hM5, Fluo-8 calcium, ACh EC20 PAM; 0% = ACh EC20, 100% = ACh EC100; activation, % at 3 µM; actives 0.3% (n = 360,000);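 active means activation above the run cutoff, the mean activation of all test compounds plus 3 SD, cut at about 18% in these data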
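System: CHO-K1 cell line with stable human muscarinic M5 receptor expression | Also added: EC20 acetylcholine as agonist stimulus | Compound: One concentration, 3 µM final (nominal) | Timing: Fluo-8 loading 80 min at 37 °C plus 30 min room temperature | Measured by: Fluo-8 calcium dye fluorescence, kinetic read | Read-out basis: % activation, ACh-normalized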
M5 ag = agonists of human muscarinic M5 receptor (CHRM5) | P08912 | CHO-K1 hM5 cells, Fluo-8 calcium fluorescence; 0% DMSO wells, 100% maximal acetylcholine response | activation, % at 3 µM | actives 0.19% (n = 360,000) | AID 624037;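 active means activation above the run's mean over test compounds plus 3 SD, cut at about 23% in these data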;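 further: signal is peak over basal fluorescence ratio across the kinetic read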
CRFR2-BP antag = antagonists of CRF-binding protein/CRF-R2 receptor complex | HEK293 CRF-R2/CRF-BP, CRF-induced calcium fluorescence | inhibition, % at 11.8 µM | actives 0.59% (n = 350,000) | AID 588475;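 active means inhibition of the ligand-induced calcium signal above about 50% at the single tested concentration, limit read from the data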
CRFR2-BP ag = CRF-BP/CRF-R2 complex agonism; AID 588473; HEK293 CRF-R2/CRF-BP, calcium dye fluorescence (FLIPR); percent of saturating CRF peptide response; activation, % at 13.2 µM; actives 0.46% (n = 350,000);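 active means activation of at least 50%, plus an integration ratio under a set limit after plate pattern correction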;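 further: plate controls were neutral control wells without compound for no effect and CRF at EC100 for full effect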
M1 PAM parental = M1 PAM counterscreen hit in parental CHO-K1 cells | ATP EC20, Fluo-8 calcium fluorescence; 0% at ATP EC20, 100% at ATP max | activation, % at 3 µM | actives 0.02% (n = 360,000);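 active means activation above the run cutoff, the mean activation of all test compounds plus 3 SD, cut at about 40% in these data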;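 further: peak over basal fluorescence ratio in a 140 s read after ATP addition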
TAAR1 antagonist = human TAAR1 antagonism; AID 624466; actives 1.5% (n = 360,000); Q96RJ0; CHO RD-HGA16 TAAR1, Fluo-8 calcium fluorescence, antagonist; inhibition, % at 3 µM;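 active means inhibition above a per-plate cutoff, the mean inhibition of test compounds on that plate plus 3 SD, cut at about 49% in these data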;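 further: 0% = DMSO plus EC80 beta-PEA response and 100% = DMSO alone without agonist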
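Test system – hTAAR1-expressing CHO RD-HGA16 cells, Gα16-coupled · Reagent – β-PEA at EC80 concentration, post-compound challenge · Compound dosing – 3 µM, single point · Timing – 140 s kinetic read after compound, 140 s after agonist · Detection – Fluo-8 intracellular calcium dye fluorescence, real-time kinetic reads · Control set – DMSO and EC80 PEA controls · Repeats – n of 1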
An asterisk follows results filed as active; / = not tested or not shown.

SMILES	TAAR1 agonist	CHRM4 PAM	CHRM5 antagonist	M5 PAM	M5 ag	CRFR2-BP antag	CRFR2-BP ag	M1 PAM parental	TAAR1 antagonist
CC(NC(=O)c1ccccc1NS(=O)(=O)c1ccc(CCC(=O)O)cc1)c1ccccc1 (stereo not given)	2	3	-8	7	0	20	-0.4	15	-19
COc1ccccc1-c1cn[nH]c1-c1ccc(OCC(=O)NN)cc1O	1	-3	5	0	-1	3	0.3	13	-9
Cc1nc2ccccc2c(=O)n1NC(=O)c1cncc(Br)c1	1	-4	-2	-2	1	-7	0.3	13	16
CC(=O)c1ccc(NC(=O)C2CCCN(S(=O)(=O)c3ccc(-n4cnnn4)cc3)C2)cc1 (stereo not given)	-2	-3	4	3	-1	8	-0.3	-4	3
CS(=O)(=O)N1N=C(c2ccco2)CC1c1ccc(Cl)cc1Cl (stereo not given)	1	0	4	0	0	4	0.6	13	-10
COc1ccc(NC(=O)CC2COc3ccccc3O2)c(OC)c1 (stereo not given)	13	7	3	-2	2	19	0.5	20	3
C=CCc1cc(Cl)ccc1OC(=O)Nc1cccc(Cl)c1	11	-22	22	-22	10	-1	2.9	-6	-3
Cc1ccccc1NC(=S)N=Nc1c(O)n(C)c2ccc(S(=O)(=O)N3CCOCC3)cc12	0	4	2	-3	0	2	-2.4	15	6
CCCCC(=O)Nc1ccc(NC(=S)NC(=O)c2ccco2)cc1OC	1	3	1	7	2	-25	-3.6	6	1
C/C(CC(=O)Nc1ccc(Cl)c(Cl)c1)=N\NC(=O)C(=O)N1CCCCC1	7	-9	2	0	1	6	1.7	23	-12
COc1ccc(NC(=O)CSCC(=O)N2CCN(c3cccc(C(F)(F)F)c3)CC2)cc1	0	4	8	2	0	18	-2.1	20	-15
CCOC(=O)c1ccc(CNC(=O)c2n[nH]c(=O)c3ccccc23)o1	-1	4	-3	0	-1	-2	1.2	12	-8
Cc1ccc(SCCN)cc1C	6	-2	-3	2	-1	4	-0.3	15	0
Oc1ccc(/C=N/NC(=S)Nc2cccnc2)c(O)c1	0	1	3	-3	-1	0	-2.5	-8	-9
Cc1ccccc1CC1(CO)CCCN(C(=O)Cc2c(F)ccc(F)c2F)C1 (stereo not given)	6	-3	14	-6	-2	5	-1.1	7	8
O/N=C/c1ccc(OCc2ccccc2F)c(Cl)c1	0	-7	1	-3	-2	-15	-2.8	18	9
COc1ccc(CCn2c(-c3ccco3)nc3nc4ccccc4nc32)cc1	14	-9	6	-10	-3	-5	0.5	14	34
Cn1c(SCc2ccccc2Cl)nc(C(F)(F)F)cc1=O	15	6	-13	-1	0	-2	1.5	15	16
O=C(CN1C(=O)/C(=C\c2ccccc2Br)Oc2ccccc21)NCCCN1CCOCC1	0	-2	12	-4	-5	5	0.7	-4	-1
CCOc1ccc2oc(C(=O)OC(C(=O)NC(N)=O)C(C)C)c(C)c2c1 (stereo not given)	-1	-2	1	-7	0	-2	-0.7	-13	1
Cc1[nH]c2ccc(C(=O)N3CCN(c4ccc(F)cc4)CC3)cc2c1C	8	8	-11	7	3	0	-1.0	2	-4
O=C(CSc1nc2ccccc2[nH]1)c1ccco1	10	5	2	3	-3	-19	3.8	17	0
COc1ccc(-c2cc(C(F)(F)F)n3nc(C(=O)Nc4c(C)n(C)n(-c5ccccc5)c4=O)c(Cl)c3n2)cc1	14	-3	5	-1	-2	-2	-2.4	-15	0
CCN1CCN(C(c2cccs2)C(C)NS(=O)(=O)c2ccccc2)CC1 (stereo not given)	1	3	1	-1	-4	-8	2.0	4	24
Nc1ccc2c(c1)C(=NO)c1cc([N+](=O)[O-])ccc1-2	13	2	26	-22	16	-19	2.7	-2	12

Later entries:
SMILES	TAAR1 agonist	CHRM4 PAM	CHRM5 antagonist	M5 PAM	M5 ag	CRFR2-BP antag	CRFR2-BP ag	M1 PAM parental	TAAR1 antagonist
CC[C@]12c3[nH]c4ccc(OC)cc4c3CCN1C(=O)C(CC(=O)NCCC1=CCCCC1)C[C@@H]2C(=O)N1CCN(C(=O)C2CC2)CC1 (stereo not given in full)	6	5	-1	1	0	-2	-4.8	19	-42
O=C(O)c1ccc(NC(=O)c2ccc3c(c2)C(=O)N(c2ccccc2)C3=O)cc1	4	-1	2	-2	-2	5	7.3	7	-2
CCC(c1nnnn1-c1ccc2c(c1)OCCO2)N1CCN(c2ccc(C(F)(F)F)cn2)CC1 (stereo not given)	-1	-7	3	-6	0	/	/	9	24
CC(Oc1ccc(F)cc1F)C(=O)NNC(=S)NCC1CCCO1 (stereo not given)	0	0	8	3	0	5	-0.3	20	-2
Cc1ccc(SCCC(=O)Nc2ccccc2C(=O)NC2CCCCC2)cc1	1	3	2	0	-2	-9	0.6	16	-5
CCn1nc(C(=O)Nc2ccc(S(=O)(=O)Nc3nccs3)cc2)c2ccccc2c1=O	4	8	-2	7	-10	-43	5.9	8	-1
C[C@H](CO)N1C[C@H](C)[C@@H](CN(C)CC2CCCCC2)Oc2c(NS(=O)(=O)c3cn(C)cn3)cccc2C1=O	1	7	10	1	-2	-4	-1.1	15	-14
O=C(O)C1C2C=CC(C2)C1C(=O)NC(c1ccccc1)c1ccccc1 (stereo not given)	1	1	-1	3	3	29	-2.2	7	0
CC(C)C[C@H]1CN=C(Nc2ccccc2)N1CC1CCC(C)CC1 (stereo not given in full)	/	1	8	-6	2	-8	1.8	-11	/
Cc1cccc(C)c1OCC(=O)Nc1cccc(S(=O)(=O)N2CCCC2)c1	1	0	0	-3	-1	2	-1.6	8	-18
COc1ccc(Cl)cc1S(=O)(=O)N1CCN(C(=O)c2cc(OC)c(OC)c(OC)c2)CC1	2	11	-14	1	-1	21	-0.4	7	2
CC(=O)c1c(C)[nH]c(C(=O)Nc2nc(C)cs2)c1C	2	-5	9	1	5	-12	4.8	8	-24
Cc1cccc(N/C(N)=N/c2nc(CSc3ccc(Cl)cc3)cc(=O)[nH]2)c1	1	/	/	/	/	-18	4.4	/	1
Cc1cc2nc(-c3ccc(SCC(=O)N4CCc5ccccc54)nc3)[nH]c2cc1C	/	1	6	-6	-1	14	0.3	-4	/
COc1ccc(-c2cccc(C(=O)Nc3cccc(C(=O)O)c3)c2)cc1	3	-2	-5	4	0	4	1.1	15	-18
O=[N+]([O-])c1ccc(/C=N/N2CCCCC2)cc1	2	8	8	-3	13	1	0.7	10	-17
O=C1C(=O)N(Cc2ccco2)C(c2cccs2)/C1=C(\O)c1cccc([N+](=O)[O-])c1 (stereo not given)	2	-24	10	-15	3	-2	-0.1	-6	-24
Cc1ccc2cccc(NS(=O)(=O)c3ccccc3)c2n1	6	/	/	/	/	-32	-8.3	/	0
O=C(NC1CC1)c1cccc(NC(=O)C2CCN(S(=O)(=O)c3ccccc3C(F)(F)F)CC2)c1	4	-4	7	-3	5	-2	1.6	10	-11
O=C1NC(=O)N(c2ccc(Cl)cc2)C(=O)/C1=C/c1ccc2c(c1)CCN2Cc1ccccc1Cl	1	8	-5	8	1	0	1.9	8	-19
Cc1cc(=O)oc2cc(OCC(=O)NCCCN3CCCC3=O)ccc12	3	4	3	-3	-5	7	-1.1	-8	-20
COc1ccc(C2=Nc3ccccc3NC(=O)C2N(CCCn2ccnc2)C(=O)c2cccc(S(C)(=O)=O)c2)cc1 (stereo not given)	0	-4	3	-4	0	/	/	1	14
CCOC(=O)C1C(=O)C=C(c2cccs2)CC1c1ccccc1 (stereo not given)	4	-12	5	-8	-3	12	-1.3	16	33
O=[N+]([O-])c1cc(-c2csc(NC(CO)c3nc4ccccc4n3CCOCCO)n2)ccc1Cl (stereo not given)	15	9	7	1	1	-8	0.8	-5	-5
CCOC(=O)c1c(C)nc2c3ccccc3ccn12	15	0	-2	1	-4	-19	-0.8	6	-11

In the list so far, four have a COOH group:
SMILES	TAAR1 agonist	CHRM4 PAM	CHRM5 antagonist	M5 PAM	M5 ag	CRFR2-BP antag	CRFR2-BP ag	M1 PAM parental	TAAR1 antagonist
CC(NC(=O)c1ccccc1NS(=O)(=O)c1ccc(CCC(=O)O)cc1)c1ccccc1 (stereo not given)	2	3	-8	7	0	20	-0.4	15	-19
O=C(O)c1ccc(NC(=O)c2ccc3c(c2)C(=O)N(c2ccccc2)C3=O)cc1	4	-1	2	-2	-2	5	7.3	7	-2
O=C(O)C1C2C=CC(C2)C1C(=O)NC(c1ccccc1)c1ccccc1 (stereo not given)	1	1	-1	3	3	29	-2.2	7	0
COc1ccc(-c2cccc(C(=O)Nc3cccc(C(=O)O)c3)c2)cc1	3	-2	-5	4	0	4	1.1	15	-18

(listing goes on)
SMILES	TAAR1 agonist	CHRM4 PAM	CHRM5 antagonist	M5 PAM	M5 ag	CRFR2-BP antag	CRFR2-BP ag	M1 PAM parental	TAAR1 antagonist
O=C(NCc1ccccn1)Nc1ccc(F)c(Cl)c1	2	0	-5	0	-2	18	0.7	15	-13
COc1ccc(CCNC(=O)C2CC2)cc1	1	1	5	2	0	-8	0.0	-22	-31
Cc1cc(NC(=O)C(C)SCC(=O)N(C)CC(=O)Nc2ccc(F)cc2)no1 (stereo not given)	3	18	-3	5	-2	1	-0.3	-9	-11
CS(=O)(=O)N(CC(=O)N1CCCC1)c1ccccc1Br	12	0	8	5	-11	2	-0.1	1	-18
CCOC(=O)c1cccc(-n2cccc2/C=C2\NC(=O)N(CC(=O)O)C2=O)c1	0	6	6	4	0	6	-2.5	13	7
Cn1c(C(=O)OC(C(=O)NC(C)(C)C)c2cccnc2)cc2sccc21 (stereo not given)	-1	-1	7	2	-4	-5	-1.0	20	13
NS(=O)(=O)c1ccc(CCNC(=O)C(=O)c2cn(CC(=O)N3CCCC3)c3ccccc23)cc1	1	-3	-7	-1	-1	-2	-0.1	5	-20
Cc1ccccc1CN1C(=O)C(O)(CC(=O)c2ccncc2)c2ccccc21 (stereo not given)	5	3	4	1	-1	27	0.9	17	3
Cc1ccc(S(=O)(=O)N2CCC(C(=O)NCc3ccccc3CN3CCCC3)CC2)cc1	0	-3	8	-6	-9	5	0.2	4	-3
Cc1nc2cc(Cl)ccc2c(=O)n1Cc1ccncc1	3	6	9	-3	0	9	0.1	-5	-5
O=C1c2ccncc2C(=O)N1CNc1ccc(Cl)cc1	6	3	0	2	0	-3	0.4	9	3
Nc1nc(SCC(=O)c2ccc([N+](=O)[O-])cc2)n[nH]1	2	-2	-4	2	-1	18	-0.3	14	10
CC(=O)c1sc(-c2ccccc2Cl)nc1C	0	2	3	5	1	9	0.2	22	-2
N#C/C(=C\c1ccco1)c1nc2ccccc2s1	-1	-11	-2	-5	-4	-16	20	7	-14
Cc1ccc(CNC(=O)C(C)OC(=O)c2ccco2)cc1 (stereo not given)	12	7	-4	4	1	12	-0.6	9	5
O=C1C2ON(c3ccccc3)C(c3ccccc3F)C2C(=O)N1c1ccccc1 (stereo not given)	7	-8	0	-2	-2	2	1.2	10	13
